Screening data from PubChem BioAssay.
Rat MKP-3 inhibitors = MKP-3 phosphatase inhibitors, primary screen, biochemical, rat enzyme, in vitro (AID 425); recombinant MKP-3 phosphatase activity, fluorescence; higher % means a stronger effect; 110,000 tested, 0.17% active; inhibition, % at 20 µM, or IC50 in µM where a hit was titrated; in the data active means inhibition above about 50%;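 further: plate controls were vehicle for no effect and reference inhibitor for full effect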
Hsp70 inhibitors = Hsp70 inhibitors, probe displacement, primary screen, biochemical, fluorescence polarization (AID 583). 140,000 tested, 0.06% active. displacement, % at 20 µM, or IC50 in µM where a hit was titrated. Hsp70 fluorescence polarization probe displacement, mP; higher % means a stronger effect; in the data active means displacement above about 50%;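 further: plate controls were vehicle for no effect and reference ligand for full effect; a part of the inactive calls stands beside numbers as strong as those of hits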
Numbers without * were called inactive; · = not tested or not shown; & = joins results of further samples. A portion of the library. The share of hits here may be higher or lower than overall.

Each structure is followed by: Rat MKP-3 inhibitors, Hsp70 inhibitors
O=C(Cn1nnc(-c2ccccc2)n1)N=Nc1c(O)[nH]c2ccccc12
  ·, -1.0%
CCOC(=O)N1CCC(NC(=O)c2cccn3c(=O)c4cc(Br)ccc4nc23)CC1
  4%, 1.4%
CS(=O)(=O)NCCC1=CCCCC1
  -7%, -0.5%
Cc1ccc(C2(c3ccc(C)cc3)CC2C(=O)Nc2ccccc2[N+](=O)[O-])cc1 (stereo not drawn)
  4%, -2.3%
CCOc1ccccc1OCCCC(=O)NC1=NCCS1
  -12%, 1.2%
CCOc1ccc(C2C=C(c3ccccc3)Nc3nnnn32)cc1 (stereo not drawn)
  -5%, -3.5%
O=C(NCC1COc2ccccc2O1)C1C2C=CC3(CN(Cc4ccccc4Cl)C(=O)C13)O2 (stereo not drawn)
  2%, 1.1%
CCSc1nnc(NC(=O)c2cccc([N+](=O)[O-])c2)s1
  6%, 4.8%
Cc1ccc(-n2nc3cc(C)c(NC(=O)/C=C/c4cccc([N+](=O)[O-])c4)cc3n2)cc1
  0%, 1.5%
COc1ccccc1/C=C1/SC(=S)N(CCC(=O)Nc2c(C)n(C)n(-c3ccccc3)c2=O)C1=O
  0%, -1.0%
CC1=C(C)C(O)N(C(C)(C)c2cc(Cl)cc(Cl)c2)C1=O (stereo not drawn)
  3%, -0.8%
O=C(CCc1ccccc1)Nc1ccc(Cl)cc1
  -1%, 2.0%
CCCCc1nnc(NC(=O)C=C(C)C)s1
  -6%, -8.9%
CC(C)(C)C(C)(O)C#CCN1CCOCC1 (stereo not drawn)
  -1%, 2.6%
O=C1N=c2ccccc2=C1c1sc(=S)[nH]c1O
  -3%, 17%
COc1ccc(-c2ccc(-c3nnc(-c4ccc([N+](=O)[O-])cc4)o3)cc2)cc1
  4%, 1.8%
Cc1nn(Cc2ccc(C(=O)Nc3ccccc3C(F)(F)F)o2)c(C)c1Br
  ·, 1.3%
COC(=O)c1[nH]c2ccc(C)cc2c1NC(=O)CN1CCN(c2ccccc2)CC1
  -1%, 1.0%
COc1ccc(Cl)cc1N(CC(=O)Nc1ccccc1C(=O)NCc1ccco1)S(C)(=O)=O
  -14%, 1.0%
CCOc1ccc(C=Nc2ccc(I)cc2)cc1
  -4%, 0.9%
O=C1c2ccccc2C(=O)N1/N=C/c1ccccc1O
  -1%, 1.2%
COc1cccc(-c2nc(CS(=O)CC(=O)NCc3ccccc3Cl)c(C)o2)c1 (stereo not drawn)
  3%, 0.5%
Clc1ccc(Cc2nn3c(Cn4nnc5ccccc54)nnc3s2)cc1
  -8%, 4.1%
O=C(Nc1c(C(=O)N2CCCCCC2)cnn1-c1ccccc1)c1cccc(F)c1
  -3%, 0.7%
O=C1NC(=S)N/C1=C/c1ccc2c(c1)OCO2
  5%, 2.4%
CCOc1cccc(C(=O)Nc2ccccc2C(=O)O)c1
  1%, -1.6%
O=C(Cc1ccccc1)Nc1ccc(N2CCCCC2)cc1
  1%, 2.6%
Cc1cc(C)c(NC(=O)c2cccs2)c(C)c1NC(=O)c1cccs1
  2%, 0.2%
Cc1c(C)c2ccc(OC(C)C)c(C)c2oc1=O
  2%, 1.4%
CSCCC(NC(=O)c1ccco1)C(=O)OC(C)C(=O)NC(=O)NC1CCCCC1 (stereo not drawn)
  -2%, 4.1%
CC(=O)Nc1ccc(C2NN=C(c3ccc(C)cc3)S2)cc1 (stereo not drawn)
  2%, 2.8%
COCCOC(=O)C1=C(C)NC(=O)CC1c1c(F)cccc1Cl (stereo not drawn)
  3%, -0.7%
C=CCc1c(C)nc(SCC(=C)C)[nH]c1=O
  -4%, ·
COc1ccc(N(CC(=O)O)S(=O)(=O)c2ccc(C)cc2)c(OC)c1
  2%, 0.3%
NC(=O)c1sc2nc(N3CCCCC3)c3c(c2c1N)CCCC3
  -8%, -0.4%
CC(C)CC(NC(=O)c1ccccc1)C(=O)OCC(=O)N1c2ccccc2Sc2ccccc21 (stereo not drawn)
  0%, 2.5%
COc1cc(/C=N/NC(=O)CSCc2cc(C)cc(C)c2)cc(OC)c1OC
  4%, 4.2%
CCCCC(=O)Nc1ccc(NC(=O)c2cccnc2)cn1
  3%, 5.3%
COc1ccc(-c2nc3sc(-c4ccc(OC)cc4)nc3s2)cc1
  0%, 3.7%
O=C(Nc1ccc(Br)cc1)c1nn2c(c1Cl)NC(c1ccc(Cl)cc1)CC2C(F)(F)F (stereo not drawn)
  2%, -0.6%

4 records picked at random from the list so far:
Each structure is followed by: Rat MKP-3 inhibitors, Hsp70 inhibitors
C=CCc1c(C)nc(SCC(=C)C)[nH]c1=O
  -4%, ·
COc1ccc(Cl)cc1N(CC(=O)Nc1ccccc1C(=O)NCc1ccco1)S(C)(=O)=O
  -14%, 1.0%
O=C(NCC1COc2ccccc2O1)C1C2C=CC3(CN(Cc4ccccc4Cl)C(=O)C13)O2 (stereo not drawn)
  2%, 1.1%
CCOc1ccccc1OCCCC(=O)NC1=NCCS1
  -12%, 1.2%

Following part.
Each structure is followed by: Rat MKP-3 inhibitors, Hsp70 inhibitors
Cc1cc(C)cc(NC(=O)C2CCN(c3nccs3)CC2)c1
  5%, -3.7%
CN(C)S(=O)(=O)c1cc(S(=O)(=O)N(C)C)c(Cl)cc1N
  -5%&0%, -1.7%&-0.4%
Cc1ccc2c(c1)CCCN2C(=O)c1ccoc1C
  -4%, 2.6%
COc1ccc(C(=O)N=Nc2c(O)n(CN3CCN(C)CC3)c3ccccc23)cc1
  3%, -4.5%
CCOc1ccccc1NC(=O)c1ccc2c(c1)C(=O)N(CC(C)C)C2=O
  0%, -3.3%
CCOc1cccc2c1N(C(C)=O)C(C)(C)C(=S)C2=C1SC(C(=O)OC)=C(C(=O)OC)S1
  0%, 1.5%
CCc1ccc(N2CC(C(=O)Nc3nnc(CC)s3)CC2=O)cc1 (stereo not drawn)
  ·, 4.9%
Cc1cc(Nc2c(C)cccc2C)n2nc(C)nc2n1
  -2%, 4.6%
CN1C2C=C(N(CCc3c[nH]c4ccccc34)C(=O)c3ccc(F)cc3)CC1CC2 (stereo not drawn)
  2%, -1.4%
CC(=O)Nc1cccc(NC(=O)CSc2nnnn2C(C)C)c1
  -5%, 0.0%
Cc1cccc(N2C(=O)/C(=C/c3ccc4c(c3)OCO4)SC2=S)c1C
  -2%, 4.7%
O=C(NCCNc1ccc(Cl)cc1[N+](=O)[O-])c1ccc(Br)o1
  3%, 2.0%
COCCOC(=O)C(C#N)c1nc2ccccc2nc1N1CCCC1 (stereo not drawn)
  6%, 1.8%
CCC(C(=O)NC1CCCC1)N(Cc1ccco1)C(=O)Cn1nnc(-c2ccc(C)cc2)n1 (stereo not drawn)
  -5%, 6.4%
O=S(=O)(Nc1ccccn1)c1ccc(Br)cc1
  -1%, 6.7%
CS(=O)(=O)N(CC(N)=O)c1ccc2c(c1)OCO2
  -11%, -0.8%
Cc1c(C(=O)N2CCN(C)CC2)cccc1[N+](=O)[O-]
  6%, 0.0%
FC(F)(F)C1CC(c2cccs2)Nc2ncnn21 (stereo not drawn)
  -3%, 1.0%
Cc1ccc(C)c2c1[nH]c1ccccc12
  ·, 0.5%
CCOc1cc(CNC(=O)CN2C(=O)c3ccccc3S2(=O)=O)ccc1OC
  6%, -4.5%

(listing goes on)
SMILES | Rat MKP-3 inhibitors | Hsp70 inhibitors
S=C(NCCN1CCOCC1)Nc1cccc(Cl)c1 | 2% | -0.4%
c1coc(CN2CCN(C(c3cccs3)c3nnnn3C3CCCC3)CC2)c1 (stereo not drawn) | · | 3.1%
CC(O)Cc1nsc(NC(=O)c2ccc(Br)o2)n1 (stereo not drawn) | -1% | 5.9%
O=C(CN(Cc1ccco1)C(=O)CNS(=O)(=O)c1ccccc1)NC1CCCCC1 | -1% | 5.9%
CC(=O)NCC(=O)OCC(=O)c1ccc(C)cc1 | -13% | -2.8%
CCOc1ccc(/C=C2\C(=O)NC(C)=C2C(=O)OC)cc1 | 1% | 1.5%
Cc1cc2cc(CCNC(=O)c3ccc(Br)o3)c(=O)[nH]c2cc1C | 3% | 4.7%
CN1CCN(C(=O)c2ccccc2NC(=O)CCCN2C(=O)c3ccccc3C2=O)CC1 | -2% | 6.3%
c1ccc(-n2nnnc2-n2ccnc2)cc1 | -4% | -0.1%
COC(=O)c1cc2ccsc2n1CC(=O)N1CCCc2ccccc21 | 5% | -6.2%
O=C(O)c1cccc(N2C(=O)c3cccnc3C2=O)c1 | 2%&5% | 2.1%
COc1ccc(CCNC2CC(=O)N(CCc3ccc(OC)c(OC)c3)C2=O)cc1OC (stereo not drawn) | -15% | 4.6%
COc1ccc(N2C(=O)CC(Sc3nc(C)c4c(n3)CCCC4)C2=O)cc1 (stereo not drawn) | -5% | 0.7%
CCC(C)(C)n1nnnc1CN1CCC(NC(=O)c2ccccc2C)CC1 | · | 1.7%
O=c1ccc(Cc2ccccn2)n[nH]1 | · | -1.1%
O=C(Nc1ccc(I)cc1)N1CCOCC1 | 1% | 2.8%
Nc1nc(SCC(=O)Nc2ccccc2)[nH]c(=O)c1-c1ccccc1 | · | 0.9%
CC1=NN(c2ccccc2)C(=O)/C1=C/c1ccc(OS(=O)(=O)c2ccccc2[N+](=O)[O-])cc1 | 4% | 3.9%
CCOc1ccccc1N/C(=C(/C(Cl)=C(Cl)Cl)[N+](=O)[O-])n1cncn1 | · | -1.4%
CC(=O)N1C(=O)/C(=C2\SC(=O)NC2=O)c2ccccc21 | 2% | 0.7%
CCCOc1ccc2c3c(c(=O)oc2c1OCCC)CCC3 | 6% | -3.1%
COC(=O)c1sc(S(=O)(=O)N2CCC(C)CC2)c(C(=O)OC)c1C | -4% | 4.4%
COc1cccc(-c2nc(-c3ccccn3)no2)c1 | 0% | 6.9%&-0.5%
O=C(C1COc2ccccc2O1)N1CCN(Cc2ccc3c(c2)OCO3)CC1 (stereo not drawn) | -10% | 0.8%
O=C(O)C1CC(=O)N(c2ccc(F)cc2)C1 (stereo not drawn) | 0% | -2.8%
COc1ccc2nc(NC(=O)C3CCCN3S(=O)(=O)c3ccc(C)cc3)sc2c1 (stereo not drawn) | -6%&-4% | -3.3%&2.8%
Cc1ccccc1C1(Cc2ccccc2)C(=O)c2ccccc2C1=O | 3% | -1.6%
CC(=O)N1CCN(S(=O)(=O)c2cccc(C(=O)NC3CCCc4ccccc43)c2)CC1 (stereo not drawn) | · | -1.0%
N#Cc1c(N)nc2c(c1-c1cccnc1)CCCCC2 | -8% | -6.4%
O=C1ON=C(c2ccccc2)/C1=C/c1ccc(Br)s1 | -1% | 5.9%
CCOC(=O)CCCNC(=O)CCNC(=O)c1ccc(OCC)cc1 | -18% | 2.3%
CC(=O)c1cc(-c2ccccc2)n(CC(=O)N2CCCCC2)c1C | · | 3.2%
Cc1ccc(NC(=O)c2ccc3c(c2)C(=O)N(CC2CCCO2)C3=O)cc1C (stereo not drawn) | 1% | ·
CC(=O)N1CCCc2cc(S(=O)(=O)N(CC(C)C)CC(C)C)ccc21 | 3% | -4.0%
COc1ccc(NC(=O)C2COc3ccccc3O2)cc1OC (stereo not drawn) | -2% | 0.9%
CCOC(=O)C(C(=O)OCC)=C1Sc2ccccc2N1C | -2% | -2.5%
Cc1cc(C)cc(OCC(O)CN2C(=O)NC(C)(C)C2=O)c1 (stereo not drawn) | -5% | 0.8%
O=C(NC(=S)Nc1ccccc1)c1ccccc1 | 3% | 0.2%
O=C1CC(N2CCN(C/C=C/c3ccccc3)CC2)C(=O)N1CCc1ccccc1 (stereo not drawn) | -7% | 6.3%
Cc1ccccc1CS(=O)(=O)Cc1ccc(C(=O)NCCCN2CCCC2=O)o1 | 1% | 4.2%
COc1ccccc1Nc1nc(NCCO)c2ccccc2n1 | -11% | 4.9%
CN(C)CCNC(=O)c1cc2cc(Br)ccc2oc1=O | 6% | 2.9%
CCOC(=O)c1ccc(NS(=O)(=O)c2cc(-c3nnnn3C(C)C)ccc2OC)cc1 | 6% | -1.7%
COc1ccc(CCNC2CC(=O)N(c3ccccc3)C2=O)cc1OC (stereo not drawn) | -4% | -3.7%
Oc1ccc(Br)cc1CN1CCN(Cc2ccncc2)CC1 | -3% | 7.2%

Structures shown so far containing a furan ring, fused or not, in the order listed:
SMILES | Rat MKP-3 inhibitors | Hsp70 inhibitors
Cc1nn(Cc2ccc(C(=O)Nc3ccccc3C(F)(F)F)o2)c(C)c1Br | · | 1.3%
COc1ccc(Cl)cc1N(CC(=O)Nc1ccccc1C(=O)NCc1ccco1)S(C)(=O)=O | -14% | 1.0%
CSCCC(NC(=O)c1ccco1)C(=O)OC(C)C(=O)NC(=O)NC1CCCCC1 (stereo not drawn) | -2% | 4.1%
Cc1ccc2c(c1)CCCN2C(=O)c1ccoc1C | -4% | 2.6%
O=C(NCCNc1ccc(Cl)cc1[N+](=O)[O-])c1ccc(Br)o1 | 3% | 2.0%
CCC(C(=O)NC1CCCC1)N(Cc1ccco1)C(=O)Cn1nnc(-c2ccc(C)cc2)n1 (stereo not drawn) | -5% | 6.4%
c1coc(CN2CCN(C(c3cccs3)c3nnnn3C3CCCC3)CC2)c1 (stereo not drawn) | · | 3.1%
CC(O)Cc1nsc(NC(=O)c2ccc(Br)o2)n1 (stereo not drawn) | -1% | 5.9%
O=C(CN(Cc1ccco1)C(=O)CNS(=O)(=O)c1ccccc1)NC1CCCCC1 | -1% | 5.9%
Cc1cc2cc(CCNC(=O)c3ccc(Br)o3)c(=O)[nH]c2cc1C | 3% | 4.7%
Cc1ccccc1CS(=O)(=O)Cc1ccc(C(=O)NCCCN2CCCC2=O)o1 | 1% | 4.2%
